# High-throughput results: PubChem BioAssay, several laboratories
# PP5 primary: inhibitors of human protein phosphatase 5 (PP5); AID 1987; inhibition, % at 6.7 µM; actives 0.18% (n = 320,000); purified PP5c, OMFP substrate fluorescence; P53041;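 active means inhibition above the campaign's mean inhibition across all tested compounds plus 3 SD, cut at about 9.5% in these data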;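 further: 0% = DMSO only and 100% = 100 µM cantharidin control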
# procasp7 counter: activates human procaspase-7, counter-screen for procaspase-3 activators; AID 463210; actives 0.093% (n = 330,000); activation, % at 8.5 µM; recombinant procaspase-7, Ac-DEVD-pNA absorbance 405 nm; D23A/D198A/D206A triple mutant, cannot self-cleave; scale: DMSO 0, 5 µM enzyme 100; P55210;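 active means percent activation above the screen-wide mean plus 3 SD, cut at about 25% in these data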
# Target sequence (P55210 whole entry D23A/D198A/D206A): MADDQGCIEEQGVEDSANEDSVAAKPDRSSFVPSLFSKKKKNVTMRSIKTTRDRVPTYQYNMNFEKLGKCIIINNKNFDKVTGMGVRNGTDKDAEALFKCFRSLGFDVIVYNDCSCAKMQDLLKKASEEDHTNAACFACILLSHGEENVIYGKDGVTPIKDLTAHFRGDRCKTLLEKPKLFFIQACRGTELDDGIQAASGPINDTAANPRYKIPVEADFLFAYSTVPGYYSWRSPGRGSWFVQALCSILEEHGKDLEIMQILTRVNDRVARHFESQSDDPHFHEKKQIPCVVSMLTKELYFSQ
#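 Test system: Procaspase-7 triple mutant (PC-7 D3A). Also added: Ac-DEVD-pNA substrate, 400 µM as added. Schedule: 1 h enzyme–compound preincubation and 2 h substrate reaction, both 25 °C. Signal: p-Nitroaniline absorbance at 405 nm, read at 0 and 120 min. Control set: low DMSO alone, high DMSO plus 5 µM PC-7.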
# proCasp3 act: activates human procaspase-3. P42574. recombinant procaspase-3 D3A, Ac-DEVD-pNA absorbance 405 nm. activation, % at 8.5 µM. actives 0.11% (n = 330,000). AID 463141;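 active means activation above the mean of all tested compounds plus 3 SD, cut at about 21% in these data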;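 further: 0% = DMSO alone and 100% = DMSO wells spiked with extra 5 µM PC-3 D3A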
# Target sequence (P42574 whole entry D9A/D28A/D175A): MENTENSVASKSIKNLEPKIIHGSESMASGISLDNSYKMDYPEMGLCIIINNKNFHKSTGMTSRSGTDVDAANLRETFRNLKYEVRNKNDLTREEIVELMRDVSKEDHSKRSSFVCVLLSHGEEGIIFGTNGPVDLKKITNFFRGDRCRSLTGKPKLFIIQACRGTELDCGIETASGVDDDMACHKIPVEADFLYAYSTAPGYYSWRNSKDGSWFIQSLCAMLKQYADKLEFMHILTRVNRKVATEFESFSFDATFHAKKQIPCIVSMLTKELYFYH
#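 Test system: Procaspase-3 D3A mutant; medium: Zinc-free HEPES/NaCl buffer with 0.01% Triton X-100 at pH 7.4; reagent: DEVD-pNA substrate; doses: one concentration, 8.5 µM nominal, 0.8% DMSO; times: 1 h preincubation plus 2 h reaction at 25 °C; signal: Epi-absorbance at 405 nm of released p-nitroaniline, 0 and 120 min; replicates: singlicate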
# PP1 counter: counter-screen for PP5 inhibitors: inhibitors of human PP1-alpha | inhibition, % at 6.7 µM | P62136 | purified PP1alpha, OMFP fluorescence | AID 2235 | actives 0.9% (n = 320,000);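 active means inhibition above the mean inhibition of all tested compounds plus 3 SD, computed separately for each screening campaign, cut at about 15% in these data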
# TPT1 inh: blocks Candida albicans tRNA 2'-phosphotransferase. recombinant caTPT1, FP RNA substrate dephosphorylation. inhibition, % at 5 µM. actives 0.81% (n = 300,000). AID 1962;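 active means inhibition above the mean of all tested compounds plus 3 SD, set per screening campaign, cut at about 24% in these data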;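 further: plate controls were DMSO alone for no effect and ferristatin control at 100 nM for full effect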
# HCV core dimer: blocks dimerization of HCV core protein | TR-FRET GST/Flag-core106 dimerization, 1536-well | inhibition, % at 5 µM | actives 0.33% (n = 300,000) | AID 1899;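 active means inhibition above the mean of all tested compounds plus 3 SD, set per screening campaign, cut at about 45% in these data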
#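 Test system: GST/Flag-tagged HCV core106 proteins; Medium: KF-containing HEPES buffer, pH 7.45, DTT, CHAPS, BSA; Times: compound-protein-antibody incubation 4 h at 22.5 °C; Detection: TR-FRET 671 and 617 nm emission; Benchmarks: wells lacking GST-core106 and wells with excess unlabelled core106.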
# JMJD2C inh: inhibitors of human GASC-1 (JMJD2C) demethylase; Q9H3R0; GST-JMJD2C(1-420) H3K9me3 demethylation, DELFIA europium; inhibition, % at 2.35 µM; actives 0.069% (n = 330,000);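 active means more than half of a compound's replicate wells show inhibition beyond 50%, single wells judged on their own value; inconclusive means some, but no more than half, of replicates pass 50% inhibition; inactive means no replicate passes 50% inhibition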;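 further: signal counts dimethyl H3K9 product captured on neutravidin plate; 0% = median of DMSO wells and 100% = 0.3 times that DMSO median; strong numbers were not always called active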
# Target sequence (Q9H3R0 1-420 limits assumed): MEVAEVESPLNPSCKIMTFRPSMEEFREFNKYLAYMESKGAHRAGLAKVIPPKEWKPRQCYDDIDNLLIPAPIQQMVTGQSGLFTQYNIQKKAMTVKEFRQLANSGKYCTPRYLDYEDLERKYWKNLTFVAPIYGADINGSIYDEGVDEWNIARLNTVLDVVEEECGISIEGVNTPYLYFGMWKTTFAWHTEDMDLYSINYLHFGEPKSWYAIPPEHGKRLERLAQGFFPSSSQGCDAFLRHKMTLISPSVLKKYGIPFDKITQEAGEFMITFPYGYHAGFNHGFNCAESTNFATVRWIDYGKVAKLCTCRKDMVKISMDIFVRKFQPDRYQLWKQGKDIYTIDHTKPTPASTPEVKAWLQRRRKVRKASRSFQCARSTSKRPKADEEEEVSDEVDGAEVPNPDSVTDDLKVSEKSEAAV
# CTSL1 counter: cathepsin L1 inhibition, PFM18AAP counter-screen | recombinant F. hepatica cathepsin L1, Z-Leu-Arg-MCA fluorescence | inhibition, % at 5.96 µM | actives 0.49% (n = 300,000) | AID 1906;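 active means inhibition above the mean of all tested compounds plus 3 SD, set per screening campaign, cut at about 17% in these data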;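 further: 0% = plate median of test compound wells and 100% = 1 µM Z-Phe-Ala-diazomethylketone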
# Efflux pump mplx: inhibitors of Candida antifungal efflux pumps expressed in yeast; AID 485275; S. cerevisiae Candida pump triplex, Nile Red efflux; inhibition, % at 10 µM; actives 0.44% (n = 330,000);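 active means plate passing quality check with inhibition over a set limit, or well fluorescence over plate mean plus 4 SD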;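 further: Nile Red retained in pooled yeast measured as flow cytometry median fluorescence; 0% = buffer negative control and 100% = Enniatin B positive control; higher means more Nile Red kept so more efflux inhibition; some compounds called inactive have numbers as strong as hits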
# * hit, by the source's call; ? = inconclusive; . = not tested or not shown.
entry	canonical_smiles	PP5 primary	procasp7 counter	proCasp3 act	PP1 counter	TPT1 inh	HCV core dimer	JMJD2C inh	CTSL1 counter	Efflux pump mplx
1	CCOc1cccc(/C=C2/NC(=O)N(CC(=O)Nc3cccc(C)c3)C2=O)c1O	-1.2	3.9	5.3	5.4	-2.6	3.1	3.1	0.0	0.1
2	Cc1ccc(OCCNC(=O)c2ccc3ccccc3n2)cc1	1.4	1.5	2.5	-0.5	-0.2	7.6	6.3	3.9	0.0
3	C=CCSc1nc2c(c(=O)[nH]c(=O)n2C)n1C(C)C	0.8	-7.2	-6.3	0.4	-1.5	-2.8	0.5	-2.6	-0.1
4	O=C(CSc1nnc(CNC(=O)c2ccccc2)o1)c1ccccc1	2.8	-2.7	0.6	-3.7	-1.8	-3.8	6.4	-2.3	0.1
5	COCCNCC(=O)N1CCCCCC1	0.2	-4.7	-8.8	5.2	-1.1	0.0	-26.9	-1.8	-0.1
6	O=C(N/N=C/c1sc(=O)[nH]c1-[n+]1ccc2ccccc2c1)c1ccccc1[O-]	-0.2	-14.6	-20.7	5.0	-40.4	-10.4	-0.7	3.4	-0.1
7	COc1cc(C)ccc1S(=O)(=O)N1CCCCCC1	2.9	10.6	-2.5	-0.3	-5.8	3.8	-1.8	-4.4	0.3
8	Cn1cc(S(=O)(=O)Nc2ccc3c(c2)OCCO3)cn1	1.6	-0.6	10.4	-5.7	0.1	-0.3	?	1.3	0.1
9	C=CCNc1nc(-c2ccc([N+](=O)[O-])cc2)cs1	-2.0	-4.1	0.8	-1.9	1.4	0.1	-28.4	0.6	0.1
10	COc1ccc(NC(=O)CSc2nc3c(c(-c4cccs4)c2C#N)CN(C)CC3)cc1OC	3.5	-17.9	7.1	4.3	-4.3	18.0	4.4	3.7	0.0
11	Cc1cc2c(c(=O)n1C1CC1)C(c1cccc(Cl)c1)C(C#N)=C(N)O2 (stereo unspecified)	1.1	-0.4	2.1	1.2	-0.8	1.6	4.2	-1.1	-0.1
12	COc1ccc(C(C(=O)NCC2CCCO2)N(Cc2ccc(F)cc2)C(=O)CNC(=O)c2ccco2)cc1OC (stereo unspecified)	1.1	1.5	4.8	-1.7	2.6	-5.4	2.4	-0.3	-0.1
13	Cc1ccc(NC(=O)CN2C(=O)NC(C)(C3CC3)C2=O)cc1S(=O)(=O)N1CCCCC1 (stereo unspecified)	4.0	3.2	7.8	-0.6	.	.	5.4	.	0.1
14	COC(=O)Cn1c(=NC(=O)c2ccc(OC)cc2)sc2cc(OC)ccc21	2.5	3.0	2.9	0.4	-0.3	2.6	-0.6	3.1	-0.1
15	C#CCNC(=O)C1=C[C@H](c2ccc(C#C)cc2)C[C@H](OCc2ccc(CO)cc2)O1	1.3	5.4	7.2	7.9	2.8	44.9	-9.0	1.2	-0.1
16	COC(=O)c1ccsc1NS(=O)(=O)c1ccccc1	1.3	-12.5	-3.5	3.1	9.4	3.9	0.5	6.5	0.1
17	O=C(COc1cccc([N+](=O)[O-])c1)NN1C(=O)c2ccccc2C1=O	0.8	2.7	-8.5	-3.3	0.4	-7.1	-0.8	-15.1	0.4
18	CCC1CCCCN1C(=O)Nc1cc(Cl)ccc1OC (stereo unspecified)	1.0	0.2	-1.5	0.3	1.2	-3.0	7.2	3.7	0.2
19	O=C(NCc1ccccc1)c1onc(CSc2ccccn2)c1C(=O)NCc1ccccc1	5.2	-2.8	2.5	2.2	-4.3	-7.2	10.0	-1.9	-0.1
20	COc1ccc(-c2noc(COc3ccc(Cl)c(C)c3)n2)cc1	-1.1	7.5	6.3	-5.8	-3.5	4.1	5.8	-3.8	-0.2

entry	canonical_smiles	PP5 primary	procasp7 counter	proCasp3 act	PP1 counter	TPT1 inh	HCV core dimer	JMJD2C inh	CTSL1 counter	Efflux pump mplx
21	O=C(NC1CCN(C(=O)Nc2ccccc2Cl)CC1)c1ccccc1	-2.5	-0.1	-1.3	-4.2	-1.8	-4.6	11.6	1.3	0.4
22	FC(F)(F)c1cc(-c2ccco2)nc(-n2nnc3ccccc32)n1	0.2	-2.7	2.8	-0.3	-1.9	2.4	-3.0	0.5	-0.7
23	CCCC(c1nnnn1C1CCCCC1)N1CCN(C2CCCC2)CC1 (stereo unspecified)	1.4	-8.1	-3.2	3.5	-0.4	-5.1	-2.7	0.5	0.0
24	CC1CN(CC(=O)Nc2ccc(Br)cn2)CC(C)O1 (stereo unspecified)	3.1	-5.7	1.2	1.7	-3.0	-5.2	-3.3	-0.8	0.1
25	CC1CCCC(NC(=O)COC(=O)Cc2ccc(Cl)cc2)C1C (stereo unspecified)	.	10.1	5.5	.	.	.	6.7	.	0.2
26	COc1ccc(/C=C/C(=O)Oc2ccc(/C=N/NC(=O)c3ccncc3)cc2)cc1	0.7	5.0	-6.9	1.4	-2.0	-7.5	-12.6	-1.8	-0.1
27	Cc1cnc(C(=O)OCC(=O)Nc2cc(S(=O)(=O)N3CCOCC3)ccc2Cl)cn1	.	2.4	-4.0	.	.	.	-0.8	.	0.0
28	N#C/C(=C\c1ccc(F)c(Br)c1)C(=O)NC1CC1	-1.1	3.3	2.0	-2.6	-0.1	-2.6	-2.9	0.7	0.1
29	Cc1ccc(NS(=O)(=O)c2ccc(C(=O)N3CCCCCC3)cc2)cc1	5.4	3.2	-3.0	-2.1	.	.	-5.2	.	0.1
30	CS(=O)(=O)c1ccc(C(=O)NCc2ccc(F)cc2)cc1	0.7	8.5	4.6	2.4	-3.0	-4.5	13.1	0.6	-0.1
31	O=C(c1cccc(S(=O)(=O)N2CCCCC2)c1)N(CCc1ccccc1)Cc1ccccc1	2.0	10.8	7.5	7.4	1.4	4.7	-3.1	1.6	0.0
32	COc1ccc(CNC(=O)COC(=O)c2ccc(Br)c(S(=O)(=O)N3CCOCC3)c2)cc1	.	1.9	5.4	.	.	.	3.7	.	0.1
33	COc1ccccc1C(=O)NCCC(=O)NCC(c1ccc(F)cc1)N1CCOCC1 (stereo unspecified)	-0.1	1.7	10.0	-5.0	2.1	2.7	0.3	-0.1	0.0
34	O=C(N/N=C/c1ccco1)C12CC3CC(CC(C3)C1)C2	2.1	-2.3	0.0	2.2	1.9	-4.8	2.0	0.6	0.1
35	NC(=O)c1ccc(NC(=O)CSc2nnc(-c3ccccn3)n2N)cc1	-0.1	-1.9	8.2	-3.3	1.3	-0.6	6.5	-4.4	-0.1
36	CC(C)c1ccc(S(=O)(=O)N2CCN(C(=O)c3cccc(F)c3)CC2)cc1	0.2	-2.5	-3.6	-0.7	-6.3	1.3	-7.7	1.3	0.4
37	CN1CCN(C(=O)CSc2cc(=O)n(C)c3ccccc23)CC1	3.6	0.9	-5.6	-2.8	3.5	1.9	0.7	0.7	0.1
38	Cc1ccc(-n2c(SCC(=O)NCc3ccco3)nc3sc4c(c3c2=O)CC(C)(C)SC4)cc1	2.4	-1.6	7.5	-2.0	0.3	67.7*	-0.2	-0.3	0.0
39	CCCN1CCC(=NNC(=O)CSc2cc(C)c(Br)cc2C)CC1	1.8	7.7	4.0	-0.9	-2.8	-0.3	-3.9	-3.5	-13.7
40	COc1cccc(-c2csc3nc[nH]c(=O)c23)c1	1.5	4.5	-4.8	-1.4	-2.4	-0.1	-8.5	2.1	0.8

entry	canonical_smiles	PP5 primary	procasp7 counter	proCasp3 act	PP1 counter	TPT1 inh	HCV core dimer	JMJD2C inh	CTSL1 counter	Efflux pump mplx
41	O=C(Nc1cccc(S(=O)(=O)N2CCCCC2)c1)C1CC(=O)N(c2ccc3c(c2)OCCO3)C1 (stereo unspecified)	0.5	-0.6	-0.3	-2.7	-1.3	8.2	-6.6	-3.3	0.1
42	O=C(CS(=O)(=O)c1ccccc1)Nc1ccc(Br)cn1	3.6	-3.7	4.4	3.2	0.2	-3.7	-6.4	-1.7	0.0
43	O=C(OCC(=O)N1CCN(C(=O)c2ccco2)CC1)c1ccccc1Cc1ccccc1	3.7	10.2	5.1	-3.2	-1.9	11.2	4.3	-1.8	-0.1
44	COc1ccc(Cl)c(Cn2c(NCCCN(C)C)nc3c2c(=O)n(C)c(=O)n3C)c1	2.8	8.4	8.4	5.1	0.3	-5.1	1.2	-5.7	0.0
45	CC(C)(C)NC(=O)C1CCN(c2ccc(S(=O)(=O)N3CCOCC3)cc2Cl)CC1	0.0	3.8	2.6	-2.8	0.5	-4.7	-0.2	-6.3	0.0
46	CC[C@@]12C(=O)N(c3cccc(Cl)c3)C(=O)N1[C@H](c1cccc(C)c1)[C@@H]1C(=O)N(Cc3ccccc3)C(=O)[C@@H]12	4.2	-7.5	0.7	5.5	-5.3	-3.2	-4.1	-2.9	0.1
47	O=C(COC(=O)CCc1ccccc1)Nc1cc(S(=O)(=O)N2CCOCC2)ccc1N1CCCC1	1.6	0.5	1.8	-1.1	0.9	3.8	-273.9	-0.7	-0.1
48	Cc1ccc(S(=O)(=O)N2CCN(C(=O)COC(=O)c3oc4ccccc4c3C)CC2)cc1	0.6	9.4	12.5	2.4	0.0	9.5	-0.1	-2.8	0.0
49	CCOC(=O)CCc1nc2ccccc2[nH]1	0.5	1.4	12.5	0.7	-2.7	2.8	-2.5	-2.5	-0.1
50	Cc1ccc(SCCC(=O)N2CCN(S(=O)(=O)c3ccccc3)CC2)cc1	-1.3	-0.8	1.6	-2.1	.	.	-0.5	.	0.0
51	Cc1cc2cc(C)c(NCCNC(=O)c3cccc(F)c3)nc2cc1C	1.4	-2.6	2.5	1.1	0.8	-13.3	5.4	5.4	0.0
52	CC(=O)C1=C(c2ccccc2)NC(=O)NC1c1cccs1 (stereo unspecified)	2.1	7.2	-4.2	0.3	3.0	-11.9	5.7	-0.3	0.1
53	COc1cc(/C=N/OCC(=O)Nc2cc(C)cc(C)c2)ccc1OCc1ccc(Cl)cc1	3.4	1.9	4.5	1.0	4.0	4.1	12.0	4.6	0.2
54	O=C(Nc1ccc(C(=O)O)cc1)/C(=C\c1ccco1)NC(=O)c1ccccc1Cl	1.0	-1.5	0.4	-1.8	1.3	-6.4	-3.6	4.2	0.4
55	CC1CCCC(C)N1C(=O)COC(=O)c1ccc2ccccc2n1 (stereo unspecified)	.	12.1	2.3	.	.	.	7.4	.	0.1
56	COc1ccc(CN(CC(=O)NCc2ccc(F)cc2)C(=O)CCC(=O)Nc2cc(C)ccn2)cc1	0.8	7.8	4.3	-0.5	-1.7	-0.8	-19.0	-4.9	-0.4
57	CC(=O)c1ccc(N2CCN(CC(O)COC(c3ccccc3)c3ccccc3)CC2)cc1 (stereo unspecified)	3.8	-3.5	6.8	-3.1	0.2	8.7	1.1	1.0	0.1
